EWS-Fli inh = EWS/Fli transcriptional activity inhibition; A673 NR0B1-luciferase reporter, viability-normalised; inhibition, % at 12.6 µM; 350,000 tested, 0.67% active; AID 651661;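 active = mean inhibition of at least 50% after viability correction, with every replicate also passing that limit; inconclusive = mean reaches 50% but only one of two replicates passes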;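 note: firefly luciferase signal divided by Alamar Blue viability fluorescence both relative to DMSO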
CASP6 VEID inh = inhibitors of human caspase-6; P55212; purified caspase-6, Z-VEID-R110 cleavage fluorescence; inhibition, % at 12.5 µM; 350,000 tested, 0.53% active;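 active = mean inhibition across replicates at least about 35%, with every replicate also reaching that limit, limit read from the data; inconclusive = only one of the two criteria met; inactive = neither criterion met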;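 note: 0% = median of neutral control wells and 100% = no fluorescence left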
Target sequence (P55212 24-179 limits assumed): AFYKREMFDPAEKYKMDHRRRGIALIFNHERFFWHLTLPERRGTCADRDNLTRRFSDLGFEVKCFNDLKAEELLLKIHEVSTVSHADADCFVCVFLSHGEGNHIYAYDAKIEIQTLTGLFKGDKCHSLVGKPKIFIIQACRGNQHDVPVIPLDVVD
Target sequence (P55212 194-293 limits assumed): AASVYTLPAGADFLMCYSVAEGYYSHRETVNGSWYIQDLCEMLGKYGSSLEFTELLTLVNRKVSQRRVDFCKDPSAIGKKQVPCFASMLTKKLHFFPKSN
SIRT5 block = blocks human SIRT5 desuccinylation of peptide | 330,000 tested, 1.1% active | AID 652115 | Purified SirT5, succinyl-peptide AMC, trypsin-coupled fluorescence | inhibition, % at 15 µM | Q9NXA8; in the data active = inhibition above about 15%; inconclusive = no clear call, values can overlap the other calls
Target sequence (Q9NXA8 whole entry, looked up): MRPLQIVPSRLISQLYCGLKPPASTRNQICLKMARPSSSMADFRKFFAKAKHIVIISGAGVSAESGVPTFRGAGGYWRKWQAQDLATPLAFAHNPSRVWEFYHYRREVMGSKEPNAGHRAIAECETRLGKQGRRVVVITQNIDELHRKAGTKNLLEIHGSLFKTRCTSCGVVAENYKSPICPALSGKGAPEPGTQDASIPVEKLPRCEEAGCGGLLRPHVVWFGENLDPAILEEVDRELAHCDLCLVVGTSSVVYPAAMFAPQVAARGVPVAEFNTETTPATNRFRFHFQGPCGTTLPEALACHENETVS
LGR2 inh = blocks bursicon-induced cAMP signaling via Drosophila LGR2; HEK293 LGR2, CRE-luciferase, bursicon-stimulated, 4 h; inhibition, % at 9.99 µM; 380,000 tested, 0.35% active; AID 720647;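 active = drop in luminescence signal, shown as inhibition above about 50% in the replicate tests, limit read from the data, passing the limit was not always enough; inconclusive = probably only some replicates passing the limit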;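 note: agonist challenge used bursicon conditioned medium at about half maximal strength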
PAX8 reporter = inhibitors of PAX8 transcriptional activity in RMG-I cells. RMG-I TPO-luciferase reporter, SteadyGlo, 24 h. inhibition, % at 12.6 µM. 360,000 tested, 1.2% active. AID 652154;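 active = mean replicate inhibition at least 60% with every replicate also reaching 60%; inconclusive = only one of the two criteria is met; inactive = mean below 60% and not all replicates reaching 60%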;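 note: luciferase light reporting Pax8 driven TPO promoter activity; plate controls were median of neutral control wells for no effect and mitoxantrone controls for full effect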
ARNT TACC3 PPI = ARNT/TACC3 interaction disruption | Q9Y6A5 | AlphaScreen His-ARNT PAS-B/GST-TACC3 binding, luminescence; TACC3 fragment carries E629A point mutation | inhibition, % at 9.99 µM | 390,000 tested, 0.66% active;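 active = mean inhibition of replicates at least 50% and at least half of replicates each reaching 50%; inconclusive = half or more replicates reach 50% but mean below 50%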;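 note: 0% = complete ARNT plus TACC3 wells and 100% = ARNT alone without TACC3; many hits fall short of the cut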
DENV2 CPE = inhibitors of DENV2 cytopathic effect | CPE inhibition, % at 9.99 µM | AID 651640 | DENV2-infected cells, cytopathic effect rescue, plate reader | 350,000 tested, 1.7% active; in the data active = CPE inhibition above about 20%, passing the limit was not always enough; inconclusive = no clear call, values can overlap the other calls; tested in BHK-21 cells;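 note: 0% = median of neutral control wells and 100% = median of positive control wells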
Starred values were filed as active, the others as inactive; ? = inconclusive; . = not tested or not shown; & = joins results of further samples.

#	SMILES	ARNT TACC3 PPI	SIRT5 block	CASP6 VEID inh	LGR2 inh	DENV2 CPE	PAX8 reporter	EWS-Fli inh
1	NS(=O)(=O)c1ccc(NS(=O)(=O)c2ccc3c(c2)OCCO3)cc1	2	-6	.	1	0	-6	.
2	CCCNC(=O)[C@H]1[C@H](CO)[C@H]2Cn3c(ccc(-c4ccncc4)c3=O)[C@@H]1N2Cc1ccccc1F	-9	-4	-3	1	-1	.	-6
3	Cc1ccccc1S(=O)(=O)NCC[C@@H]1CC[C@@H](NC(=O)Nc2cccc(Cl)c2)[C@H](CO)O1	-1	1	1	0	-1	8	4
4	O=C(/C=C/c1ccccc1)NNc1ccc(Cl)cc1	-9	-3	3	1	8	6	5
5	COc1ccc(C2(c3ccc(OC)cc3)NC(=O)N(CC(=O)Nc3cc(C)ccc3OC)C2=O)cc1	2	0	1	5	9	19	-16
6	O=C(Nc1ccncc1)OCc1ccccc1	11	-1	-2	12	-5	-7	-1
7	COc1ccccc1-c1ccc(C2[C@H]3CNC[C@@H]2N3S(=O)(=O)c2ccc(C)cc2)cc1 (some centres undefined)	.	4&3	0&-4	-4&23	13&5	-13	-4
8	Cc1ccc(CC(=O)N/N=C/c2ccc3c(c2)OCO3)cc1	-1	.	-1	-18	-1	-46	-51
9	Cc1oc(-c2ccc(Cl)cc2)nc1CN1CCCC(C(=O)N2CCOCC2)C1 (centres undefined)	3	22*	-2	-4	-6	12	4
10	CCOc1ccc(/C=C/C(=O)Nc2ccccc2C(F)(F)F)cc1	-9	.	.	-31	.	10	.
11	CSc1ncccc1C(=O)OCC(=O)NCc1ccccc1	-3	-4	-2	-9	-5	-6	-5
12	CCOc1ccc(NC(=O)c2sccc2-n2cccc2)cc1	.	0	3	1	4	-2	-17
13	CCOC(=O)C1=C(COC(=O)COc2ccccc2C(C)C)NC(=O)NC1C (centres undefined)	-1	-6	3	-2	-14	-18	1
14	CCC(=O)N[C@@H]1C=C[C@H](CC(=O)NCc2ccc(OC)cc2)O[C@@H]1CO	-1	1	1	1	11	-5	11
15	O=c1cc(-c2ccccc2)nc(SCc2ccc(F)cc2)[nH]1	-1	.	.	-24	.	12	.
16	O=C1[C@@H]2Cc3c([nH]c4ccccc34)C(c3ccc([N+](=O)[O-])cc3)N2C(=O)CN1C1CC1 (some centres undefined)	3	0	1	-6	?	16	29
17	c1ccc(Cc2c(C3CCCCC3)nc3c4ccccc4ccn23)cc1	.	-3	0	-83	?	-174	-44
18	O=C(Cn1c2ccccc2c(=O)c2ccccc21)Nc1ccccc1F	-6	-3	1	.	-4	11	5
19	Cc1nonc1NC(=O)CSc1nnnn1-c1ccccc1	.	1	-1	-9	19	-2	0
20	CCCCSC(=S)NC1CCS(=O)(=O)C1 (centres undefined)	-6	-2	-2	25	8	-14	-5
21	Cc1cccc(-n2ncc3c2CCCC3NC(=O)CCc2ccncc2)c1C (centres undefined)	-3	5	-6	2	-3	9	.
22	C[C@@H]1CCCCO[C@@H](CN(C)S(=O)(=O)c2cn(C)cn2)[C@H](C)CN([C@@H](C)CO)C(=O)c2cc(NS(=O)(=O)c3ccc(F)cc3)ccc2O1	-1	2	3	1	5	-7	-7
23	O=c1cc(O)nc(-c2ccc(Cl)cc2)s1	-4	-1	6	.	-5	-14	0
24	CCCCN1C=C(C(C)=O)C(=O)CC1	-3	0	2	28	47*	-5	7
25	Cc1ccc(-n2ncc3c(NNC(=O)c4ccco4)ncnc32)cc1Cl	-7	-2	-2	1	3	-47	-9

Look-ups from above.
no. 25 in SIRT5 block = -2
no. 15 in ARNT TACC3 PPI = -1
no. 19 in PAX8 reporter = -2
no. 2 in EWS-Fli inh = -6

Next part:
#	SMILES	ARNT TACC3 PPI	SIRT5 block	CASP6 VEID inh	LGR2 inh	DENV2 CPE	PAX8 reporter	EWS-Fli inh
26	O=C(C[C@@H]1CC[C@H]2[C@@H](COC[C@@H](O)CN2Cc2ccc3c(c2)OCO3)O1)Nc1ccc(-c2ccccc2)cc1	3	.	.	13	2	44	21
27	CCC(=O)c1cn(CC(=O)Nc2ccccc2)c2ccccc12	-3	.	0	10	-4	19	2
28	O=C(C[C@@H]1CC[C@@H](NC(=O)c2ccncc2)[C@@H](CO)O1)NCc1ccncn1	.	0	-1	-4	-5	-11	.
29	C[C@H]1CN([C@@H](C)CO)C(=O)c2cc(-c3ccccc3F)cnc2O[C@H]1CN(C)C(=O)C1CCOCC1	-9	0&-4	2&-1	10&-12	14	-25&-12	-1&-6&5
30	COc1ccc(NC(=O)N2CCCCCC2)c(OC)c1	-2	-2	-1	1	-4	17	-3
31	C[C@@H]1CN([C@@H](C)CO)C(=O)c2cccc(N(C)C)c2O[C@@H]1CN(C)CC1CC1	.	.	1	-19	4	-8	-6
32	CCCCNc1cc(C(=O)O)cc(S(N)(=O)=O)c1Oc1ccccc1	-39&-4	-4	-3	6	-1	4	0
33	CC1(C(=O)NS(=O)(=O)c2ccc(Cl)cc2)CCN1C(=O)Cc1ccc(-c2ccccc2)cc1 (centres undefined)	.	0	3	-2	-10	-12	-1
34	Cc1ccc(S(=O)(=O)Nc2ccc3c(c2)C(=O)N([C@H](C)CO)C[C@@H](C)[C@@H](CN(C)CC2CCCCC2)O3)cc1	16	1	2	-10	?	-1	5
35	C[C@H]1CN([C@@H](C)CO)C(=O)CCCn2nncc2CO[C@H]1CN(C)C(=O)Nc1cccc(F)c1	1	-34	2	5	-12	5	-2
36	CS(=O)(=O)N1CCCCN2[C@H](C1)[C@H](c1ccc(Br)cc1)[C@@H]2CO	.	3	0	16	-11	-14	-5
37	CCCNC(=O)Nc1ccc2c(c1)C(=O)N(C)C[C@H](OC)[C@H](C)CN(C(=O)c1ccccc1F)[C@H](C)CO2	-5	1	3	-6	-2	.	2
38	O=C(OCC(=O)N1CCCc2ccccc21)c1cncc(Br)c1	-1	-1	-2	3	-1	17	8
39	Cc1ccc(C(=O)Nc2nnc(SCC(=O)N3CCCc4ccccc43)s2)cc1	0	-6	1	.	6	21	49
40	O=C(O)c1cccc(N2C(=O)c3ccc(Oc4ccc(Cl)cc4)cc3C2=O)c1	-3	4	0	-1	0	-6	6
41	O=C(C[C@@H]1C=C[C@H](NC(=O)CCN2CCCCC2)[C@H](CO)O1)NCc1ccc(Cl)c(Cl)c1	3	-2	-4	-14	0	-10	4
42	C[C@H](CO)N1C[C@H](C)[C@H](CN(C)Cc2ccc(C(F)(F)F)cc2)Oc2ccc(NC(=O)CCCCCC(=O)Nc3ccccc3N)cc2C1=O	.	.	1	15	-2	?	1
43	N#Cc1ccc(C23CC4(C2)[C@H](CN(Cc2ccc(-c5ccccc5)cc2)[C@@H]4c2ccccc2)C3c2ccc(C(F)(F)F)cc2)cc1 (some centres undefined)	.	.	0	6	.	-1	-1
44	CCOc1ccc(NC(=O)N2CCC(n3c(=O)[nH]c4ccccc43)CC2)cc1	5	0	1	5	3	23	-3
45	O=C(O)CNC(=S)N(Cc1ccccc1)Cc1cccs1	-1	-3	-4	6	1	6	0
46	CCc1nc2c(OCc3ccccc3C)cccn2c1N(C)C(=O)c1ccco1	.	.	0	0	-4	-1	1
47	C[C@@H]1CCCCO[C@@H](CN(C)C(=O)Nc2ccccc2)[C@@H](C)CN([C@H](C)CO)C(=O)c2cc(NS(=O)(=O)c3ccc(F)cc3)ccc2O1	-1	.	.	-3	11	-14	-14
48	COc1ccc(NC(=O)N(C)C[C@H]2Oc3ccc(NS(=O)(=O)c4ccc(Cl)cc4)cc3CC(=O)N([C@H](C)CO)C[C@@H]2C)cc1	-4	1	-1	1	-16	-2	-2
49	CCN(CC)CCCNC(=O)c1ccc(S(=O)(=O)Nc2ccc(C)c(C)c2)cc1	-2	-1	5	18	-9	2	0
50	CO[C@H]1CN(C)C(=O)c2cc(NC(=O)C3CC3)ccc2OC[C@@H](C)N(CC2CCOCC2)C[C@H]1C	.	-2	-1	7	-4	-9	4

Some of the entries so far, with values under each structure:
Results follow in this order: ARNT TACC3 PPI, SIRT5 block, CASP6 VEID inh, LGR2 inh, DENV2 CPE, PAX8 reporter, EWS-Fli inh
(43) N#Cc1ccc(C23CC4(C2)[C@H](CN(Cc2ccc(-c5ccccc5)cc2)[C@@H]4c2ccccc2)C3c2ccc(C(F)(F)F)cc2)cc1 (some centres undefined)
    ., ., 0, 6, ., -1, -1
(44) CCOc1ccc(NC(=O)N2CCC(n3c(=O)[nH]c4ccccc43)CC2)cc1
    5, 0, 1, 5, 3, 23, -3

(further entries)
#	SMILES	ARNT TACC3 PPI	SIRT5 block	CASP6 VEID inh	LGR2 inh	DENV2 CPE	PAX8 reporter	EWS-Fli inh
51	CN(c1cccc(NC(=O)CN(c2ccc(Cl)c(Cl)c2)S(=O)(=O)c2ccccc2)c1)S(C)(=O)=O	3	.	.	15	.	-10	.
52	O=C(c1cnccn1)N1CC(=O)N2[C@H](C1)[C@H](c1ccc(C#CC3CCCCC3)cc1)[C@@H]2CO	.	2	4	-11	3	21	12
53	CCOc1ccc(NC(=O)C2CSC(c3ccncc3)=N2)cc1 (centres undefined)	-1	0	-1	-13	4	-61	-4
54	CN(C)CCNC(=O)c1cccc2ccc(-c3ccc(-c4ccccc4)cc3)nc12	0	.	2	4	-2	41	24
55	COc1ccc(NC(=O)N2C[C@@H](O)COC[C@H]3O[C@@H](CC(=O)NCc4ccncn4)CC[C@@H]32)cc1	-6	4	0	-1	-1	4	-10
56	COc1ccc(S(=O)(=O)N(C)C[C@@H]2OCCCC[C@H](C)Oc3ccc(NC(=O)C4CCCCC4)cc3C(=O)N([C@H](C)CO)C[C@@H]2C)cc1	17	3	1	-3	?	50	3
57	CCCN(CC(=O)Nc1ccc(F)c(F)c1F)C(=O)CCc1nc2ccccc2c(=O)[nH]1	-28	-3	-2	-16	6	3	-2
58	O=C1CC(=O)NC(SCC(=O)Nc2ccccc2[N+](=O)[O-])=N1	2	-3	41*	-9	-2	-1	-1
59	COC(=O)c1ccc(C(=O)Nc2ccc(C(C)C)cc2N)cc1	2	3	-2	-92	11	-110	-93

In a second layout: results already given
Below each compound: ARNT TACC3 PPI, SIRT5 block, CASP6 VEID inh, LGR2 inh, DENV2 CPE, PAX8 reporter, EWS-Fli inh
[53] CCOc1ccc(NC(=O)C2CSC(c3ccncc3)=N2)cc1 (centres undefined)
    -1, 0, -1, -13, 4, -61, -4
[51] CN(c1cccc(NC(=O)CN(c2ccc(Cl)c(Cl)c2)S(=O)(=O)c2ccccc2)c1)S(C)(=O)=O
    3, ., ., 15, ., -10, .
[54] CN(C)CCNC(=O)c1cccc2ccc(-c3ccc(-c4ccccc4)cc3)nc12
    0, ., 2, 4, -2, 41, 24
[58] O=C1CC(=O)NC(SCC(=O)Nc2ccccc2[N+](=O)[O-])=N1
    2, -3, 41*, -9, -2, -1, -1
[56] COc1ccc(S(=O)(=O)N(C)C[C@@H]2OCCCC[C@H](C)Oc3ccc(NC(=O)C4CCCCC4)cc3C(=O)N([C@H](C)CO)C[C@@H]2C)cc1
    17, 3, 1, -3, ?, 50, 3

Assay outcomes: PubChem BioAssay, Broad Institute

Rows were taken by chance. About 4.9% of those tested had a hit in this group.
